Screening results: PubChem, several laboratories
TWEAK Fn14 block – inhibitors of TWEAK-Fn14 signaling, primary screen, luciferase reporter cells, uHTS | TWEAK-stimulated Fn14 reporter cells, luciferase luminescence, 8 h | hit rate 2% among 360,000 | inhibition, % at 10 µM; in the data active means inhibition above about 50%
TROY signal inh – inhibitors of TROY-driven NF-kB signaling, primary screen, Q293 LMP1-TROYcd cells, NF-kB luciferase, uHTS | Q293 LMP1-TROYcd NF-kB luciferase reporter, 4 h | inhibition, % at 10 µM | hit rate 0.98% among 360,000 | AID 1347056, 2019;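 active means compounds whose plate-normalised and pattern-corrected inhibition of the luciferase reporter signal at the single screening dose is 50% or more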
NR2E3 ag-1 – inhibitors of NR2E3-RetCOR corepressor binding, primary screen, NR2E3 agonist project, biochemical, TR-FRET, GST-NR2E3, biotin-RetCOR; hit rate 0.12% among 320,000; AID 2300, 2010; Photoreceptor-specific nuclear receptor (Homo sapiens), Q9Y5X4; inhibition of corepressor binding, % at 4.78 µM; 1536-well;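 active means percent inhibition above the cutoff of mean plus 3 SD of all tested compounds, set per screening campaign, cut at about 20% in these data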;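 further: 0% = DMSO wells and 100% = biotin wells as full block of FRET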
Target sequence (Q9Y5X4 whole entry, looked up): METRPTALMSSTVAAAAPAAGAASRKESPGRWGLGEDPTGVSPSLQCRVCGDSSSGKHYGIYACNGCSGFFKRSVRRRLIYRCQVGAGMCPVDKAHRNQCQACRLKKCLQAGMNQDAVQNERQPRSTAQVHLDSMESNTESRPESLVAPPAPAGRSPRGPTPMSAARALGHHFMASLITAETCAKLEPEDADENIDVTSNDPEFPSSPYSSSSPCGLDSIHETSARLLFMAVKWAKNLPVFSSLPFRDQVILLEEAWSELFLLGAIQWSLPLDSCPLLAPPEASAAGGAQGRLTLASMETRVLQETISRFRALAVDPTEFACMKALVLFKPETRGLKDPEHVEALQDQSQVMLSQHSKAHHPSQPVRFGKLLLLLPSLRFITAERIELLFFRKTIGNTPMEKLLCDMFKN
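System: GST-tagged NR2E3 plus biotinylated RetCOR corepressor; Buffer or medium: pH 7.5 Tris-based buffer; Probe or stimulus: RetCOR corepressor, biotinylated, 7 nM; Doses: compound at 4.8 µM, single dose; Schedule: 5 h incubation at 4 °C; Technique: time-resolved FRET; Evaluation: percent inhibition of TR-FRET ratio; Replication: one well per compound, singlicate testing.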
TRAIL sens C8 – viability loss with TRAIL in NB7+C8 cells, primary screen, TRAIL sensitizer project, cell-based, ATPlite luminescence; inhibition (viability loss, TRAIL sensitization), % at 10 µM; hit rate 1% among 360,000;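 active means compounds causing at least 50% loss of cell viability in the single-dose screen, relative to plate controls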
MITF TRPM1 inh – inhibitors of MITF-dependent TRPM1 promoter reporter, primary screen, cell-based, SK-MEL-5, single point, luciferase; hit rate 0.83% among 330,000; SK-MEL-5 TRPM1 promoter luciferase, 24 h; inhibition, % at 12.5 µM; AID 488899, 2010;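 active means mean inhibition across replicates of 60% or more, whatever share of single replicates reaches that level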; further: values of inactives mirror those of a sister screen read the other way
HIF-2a inh – HIF-2a reporter inhibitors, primary screen, luminescence, 786-0 RCC cells. hit rate 0.72% among 360,000. 786-0 RCC cells HIF-2a reporter, luciferase luminescence, overnight. AID 624352, 2012. inhibition, % at 18.8 µM;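 active means inhibition of the luminescence signal of 40% or more relative to plate controls, in a single-dose primary screen at 18.75 µM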
Shn3 3UTR inh – reduction of Shn3 3'UTR firefly luciferase signal, primary screen, Schnurri-3 inhibitor project, cell-based, Clone20 osteoblasts, set 2; inhibition, % at 12.5 µM; AID 588674, 2011; Clone20 osteoblast Shn3 3'UTR firefly luciferase, 24 h; hit rate 0.52% among 360,000;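 active means mean inhibition of at least 75% with every replicate also reaching 75%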;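 further: 0% = median of neutral control wells and 100% = pilot-screen positive control compound; some compounds past the cut are filed as inactive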
Peg3 promoter – Peg3 promoter-driven luciferase inhibitors, primary screen, cell-based, HeLa, luciferase luminescence | HeLa PEG-Prom luciferase reporter, overnight | inhibition, % at 20 µM | hit rate 1.7% among 360,000 | AID 588405, 2011;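 active means inhibition of at least 50% at 20 µM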
KKLEB tox – cytotoxicity in KKLEB CF airway cells, primary screen, cytotoxicity control for CF NF-kB inhibitor project, cell-based, uHTS, fluorescence assay plates. KKLEB CF airway cells viability, ATPlite luminescence, overnight; hits give low values; cells stimulated with P. aeruginosa culture filtrate. activity change (cytotoxicity), % at 5 µM. hit rate 0.36% among 360,000. AID 602141, 2011;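 active means corrected activity change at or below -50% at 5 µM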
CF NFkB inh – inhibitors of PAF-induced NF-kB signaling, primary screen, cell-based, GFP fluorescence, uHTS. hit rate 0.86% among 360,000. KKLEB NF-kB-GFP reporter, GFP fluorescence overnight. AID 588850, 2011. inhibition, % at 5 µM;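 active means at least 50% inhibition at 5 µM, scaled per plate between neutral and stimulator controls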;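 further: PAF is a Pseudomonas aeruginosa culture filtrate used as stimulus; plate controls were PAF-stimulated DMSO wells for no effect and unstimulated DMSO wells for full effect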
NR2E3 ag-2 – NR2E3 agonists in two-hybrid cells, primary screen, cell-based, luminescence, CHO-S, Gal4-NCOR/VP16-NR2E3; AID 602229, 2012; Photoreceptor-specific nuclear receptor (Homo sapiens), Q9Y5X4; inhibition of corepressor binding, % at 3.98 µM; hit rate 0.35% among 360,000; luciferase;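 active means inhibition above the mean of all tested compounds plus 3 SD, cut at about 70% in these data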;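 further: 0% = DMSO with NR2E3 transfected cells and 100% = cells lacking NR2E3 construct; higher means lower luciferase signal from less NR2E3 corepressor binding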
The depositor's hits bear a star; . = not tested or not shown.

SMILES	TWEAK Fn14 block	TROY signal inh	NR2E3 ag-1	TRAIL sens C8	MITF TRPM1 inh	HIF-2a inh	Shn3 3UTR inh	Peg3 promoter	KKLEB tox	CF NFkB inh	NR2E3 ag-2
O=C(CN1C(=O)CSC1=O)c1ccccc1	2	7	3	-4	-3	8	5	-3	-9	2	11
COCCNC(=O)C1(C)CCCN(C(=O)COc2ccccc2)C1 (stereo not drawn)	23	0	.	-3	.	9	1	-5	-1	8	0
CCOC(=O)NN1C(=O)c2ccccc2NC1c1cccnc1 (stereo not drawn)	-1	16	-4	-9	7	14	-12	10	0	-10	-22
O=C(O)/C=C/C(=O)NC1CCS(=O)(=O)C1 (stereo not drawn)	16	-14	6	-9	-1	9	9	18	8	-22	0
COc1ccc(/C=C/C(=O)O)cc1S(=O)(=O)N1CCc2ccccc2C1	12	3	5	3	10	30	-6	-5	-11	8	-8
CSc1cccc(NC(=S)Nc2cc(C)ccc2C)c1	25	24	1	9	-9	-20	-5	-9	-4	-7	-4
O=C(O)c1cccc(NC(=O)c2ccccc2NC(=O)c2cccc([N+](=O)[O-])c2)c1	-5	29	0	8	-10	15	3	-3	3	-2	-17
O=C(CSc1nccn1-c1ccc(F)cc1)NCc1ccc(F)cc1	1	1	4	-3	1	6	-2	4	6	17	-27
CCCCC(O)(c1ccccc1)C(CN1CCOCC1)c1ccccc1 (stereo not drawn)	7	8	.	-2	-4	15	-10	19	8	-9	-34
CCCCn1c(C(C)NC(=O)CCC)nc2ccccc21 (stereo not drawn)	3	20	3	-9	-11	5	0	0	-3	8	-20
CCn1cc(S(=O)(=O)Nc2cccnc2)cn1	-4	21	3	0	9	9	-4	14	-10	-2	-20
Cc1noc(C)c1C(=O)OC(C)C(=O)Nc1ccc(C(N)=O)cc1 (stereo not drawn)	5	11	1	-8	6	4	-6	-16	6	3	-6
COc1cc2ccccc2cc1C(=O)N1CC(C)OC(C)C1 (stereo not drawn)	-2	-6	.	3	-1	6	4	-18	-2	-44	14
Cc1ccccc1NC1=C(Cl)C(=O)OC1NC(=O)c1ccccc1 (stereo not drawn)	4	-10	-2	-3	8	-2	3	1	-23	0	6
Cc1cc(C)c2sc(NC(=O)C3CC3)nc2c1	25	-32	2	-9	-4	-134	-35	-113	6	12	-55
Cc1cccc(N(CC(=O)N2CCN(C)CC2)S(=O)(=O)c2ccccc2)c1	10	13	3	-4	2	7	4	-1	-3	-3	6
Cc1c(OCC(=O)C(C)(C)C)ccc2c3c(c(=O)oc12)CCCC3	-3	1	-5	8	-26	-91	20	-27	-7	-9	-34
Cc1c(Br)cc(C(=O)NCCCN2CCOCC2)c(C)c1C	11	.	-1	-8	11	11	-9	-29	7	-3	-6
COc1cc(C2C3=C(COC3=O)Oc3cc4c(cc32)OCO4)ccc1O (stereo not drawn)	-20	19	.	1	7	13	9	3	3	15	-55
CCOc1ccc(CNC23CN4CN(CN(C4)C2)C3)cc1	14	-2	1	16	10	8	23	-9	11	-8	-16
O=C(NCCN1CCOCC1)c1ccc(Cl)c(S(=O)(=O)NCc2ccccc2)c1	-22	-6	.	3	0	-6	-1	-12	0	-2	-5
CCC(CC)C(=O)Nc1cccc(C(=O)N2CCCCCC2)c1	23	4	4	-3	8	3	16	6	-2	-3	-15
Cc1ccc(S(=O)(=O)c2cc3c(=O)n4ccccc4nc3n(CC3CCCO3)c2=N)cc1C (stereo not drawn)	4	0	-3	1	3	9	-20	25	-20	30	20
CCCNC(=O)COc1ccc2c(=O)c(Oc3ccccc3F)coc2c1	-9	-13	-3	3	10	-6	27	7	2	7	5
Cc1cccc(NC(=O)CCNC(=O)c2ccc(Br)cc2)c1	-16	-37	3	15	-55	-179	-32	-175	0	-4	-39
CCOC(=O)Cn1c(=O)c(-c2ccccc2NC)nc2ccccc21	5	-7	-1	-10	3	7	-11	14	8	-3	-16
O=C(O)C1C2CCC(O2)C1C(=O)NCc1ccc(Cl)cc1 (stereo not drawn)	8	12	-1	-3	5	8	-16	19	0	12	14
CSCCC(NC(=O)C1CCC(C)CC1)C(=O)N1CCN(c2ccccn2)CC1 (stereo not drawn)	7	14	0	6	3	16	-14	0	3	16	0
COC(=O)C(C(=O)Nc1cccc(C)n1)C1CCCCCC1 (stereo not drawn)	-3	-8	9	31	-4	12	4	21	0	-8	-1
CSCC[C@H](NC(=O)c1cccc([N+](=O)[O-])c1C)c1nc2ccccc2[nH]1	0	-4	3	-1	0	12	2	21	0	-15	-12
COc1cc(C(=O)Nc2cccc(-c3cn4cccnc4n3)c2)cc(OC)c1OC	25	5	0	-4	3	4	-17	18	-3	-33	-3
COc1ccc(CN2CCCC(C(=O)c3cccc(OC(C)C)c3)C2)cc1Cn1cccn1 (stereo not drawn)	5	10	1	-8	10	19	.	32	-13	-1	20
CN1C(=O)/C(=C2\SC(=S)N(CCCCCC(=O)O)C2=O)c2ccccc21	29	-10	3	-7	9	7	-8	1	8	16	5
CCCCN1C(=O)C(CC(=O)NCCN2CCOCC2)CC(C(=O)N2CCCCCC2)=C1C (stereo not drawn)	-8	-1	.	-4	.	6	.	.	.	.	-6
COc1ccccc1CNC(=O)c1cnc2ccccn2c1=O	-3	-8	1	-20	.	3	-12	23	-5	-6	-15
Cc1ccc(NC(=O)c2cnn(-c3ccccc3)c2C)cc1	64*	1	-1	45	-4	-144	-26	-179	-1	-2	-119
O=C(c1cccc(Cl)c1)N1CCC(C(=O)N2CCN(Cc3ccccc3)CC2)CC1	10	0	14	11	0	2	14	7	-3	0	-9
CCCCCCC(=O)Nc1nc(C)c(-c2csc(Nc3cccc(OC)c3)n2)s1	3	-6	1	10	-3	-20	15	-14	7	-20	-38
CCOC(=O)c1cc(C(C)(C)C)n(CCCN2CCOCC2)c1C	7	-12	3	-4	1	20	3	19	0	7	8
CCNC(=O)C1CCCN(C(=O)Cc2ccc3ccccc3c2)CC1 (stereo not drawn)	-17	0	.	-11	.	-10	-2	-10	0	11	-29
COc1ccc(C(=O)NC2CCCc3c2cnn3-c2cc(F)cc(F)c2)c(OC)n1 (stereo not drawn)	8	5	-4	1	1	-16	-27	6	0	7	4
Cc1csc(N(C(=O)c2cccc(S(=O)(=O)N(C)C)c2)c2ccccc2)n1	-19	-2	-2	2	1	-5	22	-12	-3	7	14
Cc1ccc(C(=O)Nc2ccc(S(=O)(=O)NC3=NCCCCC3)cc2)c(C)c1	-2	-33	-4	-2	-6	-22	-3	-11	10	23	-16
Cc1ccc(N2C(=O)c3ccccc3NC2(C(=O)O)c2ccccc2)cc1Cl (stereo not drawn)	-14	-51	-3	5	-38	-236	-76	-192	-12	6	-188
Cn1c(=O)cc(N)n(-c2ccccc2)c1=O	11	-8	.	5	0	-6	10	3	5	0	-22

Part of the list above, with two lines to a compound:
Fields – TWEAK Fn14 block	TROY signal inh	NR2E3 ag-1	TRAIL sens C8	MITF TRPM1 inh	HIF-2a inh	Shn3 3UTR inh	Peg3 promoter	KKLEB tox	CF NFkB inh	NR2E3 ag-2
Cc1ccc(C(=O)Nc2ccc(S(=O)(=O)NC3=NCCCCC3)cc2)c(C)c1
    -2	-33	-4	-2	-6	-22	-3	-11	10	23	-16
O=C(c1cccc(Cl)c1)N1CCC(C(=O)N2CCN(Cc3ccccc3)CC2)CC1
    10	0	14	11	0	2	14	7	-3	0	-9

The listing continues.
SMILES	TWEAK Fn14 block	TROY signal inh	NR2E3 ag-1	TRAIL sens C8	MITF TRPM1 inh	HIF-2a inh	Shn3 3UTR inh	Peg3 promoter	KKLEB tox	CF NFkB inh	NR2E3 ag-2
COc1cccc(OC)c1C(=O)NCCc1ccccc1	7	-10	3	-21	18	12	-6	2	-10	9	13
N#CCC(=O)N/N=C/c1ccc(Cl)cc1	-2	-18	2	7	-11	15	0	12	2	-3	3
COc1cnc(-c2ccccc2)nc1Oc1ccc(C(C)(C)C)cc1	3	-5	3	9	4	-9	18	-4	4	-14	2
CC1CCCN(C(=O)CCCC(=O)N2CCCC(C)C2)C1 (stereo not drawn)	13	6	-3	-12	1	-1	-13	1	16	-14	-13
COc1cccc(Oc2cncnc2-c2ccc(OC)cc2O)c1	0	-15	-1	-13	-11	15	7	27	-12	24	-26
CCN(CC)S(=O)(=O)c1ccc(=O)n(CC(=O)N2Cc3ccccc3CC2C(N)=O)c1 (stereo not drawn)	-5	5	.	-4	10	17	-9	-24	-4	23	10
Cc1ccccc1-n1c(SCc2ccccn2)nc2n[nH]c(C)c2c1=N	22	22	4	4	-5	35	31	20	-10	22	43
COc1ccc(NC(=O)C[C@H]2C(=O)N(C3CCCCC3)C[C@@H]2c2ccc(OC)cc2)cc1	9	-2	.	-9	.	-24	8	3	-15	-5	-22
Cc1cc(=O)oc2cc(OCC(=O)OCC(=O)Nc3ccccc3C(C)C)ccc12	-2	-2	-4	-5	21	-5	15	18	8	-14	11
CCCC[C@@H]1CNC(=O)C(=O)N1CCCCC1CCCCC1	6	-5	.	-16	.	5	.	.	.	.	6
CCn1cc(CNC(=O)c2ccc3nc(Cc4ccc(OC)cc4)oc3c2)cn1	0	14	-1	8	7	-9	59	-3	-6	-19	28
COc1cc2ccccc2cc1C(=O)Nc1ccc(NC(=O)c2cccs2)cc1	24	6	5	22	24	4	75	2	-16	13	-22
Cc1ccc(NC(=O)CCC(C(=O)O)N2C(=O)c3ccccc3C2=O)cc1 (stereo not drawn)	-32	-38	-1	-15	5	-8	2	-4	1	-1	-8
Cc1ccccc1N1C(=O)CC2(CCCC2)CC1=O	4	0	-2	6	-1	10	-11	17	-5	2	-19
Cc1csc2nc(NC(=O)c3ccccc3)sc(=O)c12	-1	-78	-6	19	-36	-194	-40	-170	0	-24	-1
NC(=O)c1nsc(C(=O)N(c2ccccc2)C(C(=O)NC2CCCC2)c2ccc3ncccc3c2)c1N (stereo not drawn)	25	8	2	6	10	1	29	48	-4	50	-14
COc1cc(CN2CCCCC2)ccc1OCc1ccccc1	3	-33	-2	7	-16	-111	-41	-120	8	-15	-11
Nc1cccnc1Sc1ccc([N+](=O)[O-])cn1	9	-26	.	-1	7	-28	-11	-40	-2	-3	16

These rows are one share of the data; the hit share may differ from the screen's.
